Yfh1-off respiration: mitochondrial function rescue without frataxin homolog – Friedreich's ataxia, plus single-dose screen, dose response (AID 1465); S. cerevisiae Yfh1-off respiration, WST-1 reduction, 72 h; higher fold induction means a stronger effect; fold induction at 50 µM, or EC50 in µM where a hit was titrated; 0.074% of 220,000 active;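 active = fold induction of absorbance versus untreated yeast above a set limit, then at least 30% activation at any dose in follow-up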;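 note: activators that raise dye reduction in frataxin-depleted yeast; strong numbers were not always called active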
Insulin prom up: MIN6 insulin promoter up-regulation; MIN6 insulin promoter-GFP reporter, high-content imaging; active compounds read high; z-score at 5 µM; 0.3% of 190,000 active;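 active = z-score above 3 at 5 µM with at least 500 cells counted in the well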
WT yeast gro inh: growth inhibition of WT yeast, mitochondrial fusion screen | mitochondrial fusion phenotypic screen, WT strain | inhibition, % at 10 µM | 2.1% of 190,000 active | AID 1362; in the data active = inhibition above about 58%; tested in S. cerevisiae
Autophagy HCS: alters autophagy in cells | MEF GFP-LC3 puncta imaging; test concentration mostly 10 µM | 0.98% of 190,000 active | calls only at 10 µM (by protocol);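 active = percentage of spot-positive cells more than 3 SD above its plate mean, without a fluorescence outlier flag or 80% toxicity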;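 note: spot-positive cell cutoff set from DMSO-treated cells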
Lipid droplet: modulators of hepatic lipid droplet formation; AML12 mouse hepatocytes, oleate lipid droplets, BODIPY imaging; inhibition, % at 6.5 µM; 0.4% of 240,000 active; AID 1656;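 active = lipid droplet intensity inhibited by at least 50%, with more than 500 cells counted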
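Assay system: AML12 hepatocytes (mouse); Probe or stimulus: oleic acid at 100 µM to induce lipid droplet formation; Dosing: compound at 6.5 µM only; Schedule: compound with oleate, overnight; Detection: fluorescence imaging, 20x objective, two fields per well; Measure: % inhibition of lipid droplet signal.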
MT stabilize HCS: microtubule stabilizers in HeLa cells | HeLa tubulin immunostaining HCS, 24 h; share of cells brighter than vehicle mean+2SD | % tubulin-high responders, % at 10 µM | 0.83% of 200,000 active;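 active = plate Z-score above 3 for both tubulin-high and condensed-nucleus cell shares, with cell loss under 80%, at 10 µM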;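 note: anti alpha tubulin signal scored within the nucleus-defined area of each cell; some results filed as inactive read as strong as hits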
Dynein cargo inh: blocks dynein driven cargo transport along microtubules; 3617.4 mouse cells, GR-EGFP nuclear translocation imaging; test concentration mostly 20 µM; stimulated with dexamethasone, 1 µM; active compounds read low; z-score, hits read low; 0.47% of 220,000 active;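 active = plate z-score of nuclear minus cytoplasmic receptor signal below a set negative limit, without overly bright fluorescence or cell loss, cut at about -3.5 in these data, passing the limit was not always enough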;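 note: z-score of nuclear minus cytoplasmic ring GR-EGFP intensity difference per well; some compounds called inactive have numbers as strong as hits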
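Buffer or medium – tet-free medium with charcoal-stripped serum · Signal – automated 10x imaging of fixed Hoechst-stained cells · Also added – dexamethasone agonist, 1.0 µM final, for 30 min · Incubation – induction 48 h, compound 1 h, agonist 30 min · Read-out – GR-EGFP nuclear translocation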
b-catenin transl: modulators of beta-catenin nuclear translocation. HeLa beta-catenin nuclear translocation, immunofluorescence imaging. AID 1665. nuclear translocation activity, % at 5 µM. 0.3% of 190,000 active;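 active = nuclear translocation activity above 50% at 5 µM, with a well cell count of 50 or more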;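 note: per-cell ratio of nuclear to cytoplasmic median beta-catenin stain intensity; plate controls were DMSO negative control for no effect and GSK-3 inhibitor IX positive control for full effect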
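System: Human HeLa cells, endogenous beta-catenin | Compound dosing: 5 µM primary, 0.02–20 µM confirmation | Timing: 24 h compound exposure at 37°C, 5% CO2 | Measured by: Fluorescence imaging of beta-catenin antibody stain plus DAPI | Read-out basis: % activation of per-cell nuclear versus cytoplasmic median beta-catenin signal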
HEK293 NOD2/NF-kB: inhibition of NOD2-driven NF-kB reporter – cell-based, luminescence, uHTS, HEK293 (AID 1566) | inhibition, % at 4 µM; hits with a dose series show EC50 in µM | HEK293 NOD2/NF-kB luciferase reporter, luminescence; higher % means a stronger effect | 0.63% of 290,000 active; in the data active = inhibition above about 50%; note: many of its hits are not listed in these tables
WT yeast gro inh mutant strain: second read-out of WT yeast gro inh, no call of its own (marks repeat the call); inhibition, %; mitochondrial fusion phenotypic screen, mutant strain inhibition
Dynein cargo inh cytoplasmic EGFP: further read-out of Dynein cargo inh, marked with its call; z-score; measured here: cytoplasmic GR-EGFP intensity; active compounds read high
Dynein cargo inh nuclear GR-EGFP: second read-out of Dynein cargo inh, no call of its own (marks repeat the call); z-score; measured here: nuclear GR-EGFP intensity;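 lower value marks the stronger effect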
Dynein cargo inh cell count: second read-out of Dynein cargo inh, no call of its own (marks repeat the call); z-score; measured here: cell count per field
Insulin prom up cell count: recorded beside Insulin prom up, whose call it bears; cell count; measured here: cytotoxicity, nuclei count;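 total cells summed across four imaged fields per well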
Lipid droplet cells 6.5 µM: recorded beside Lipid droplet, whose call it bears; cell count; measured here: cell count, cytotoxicity flag;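 cells counted across two imaged fields per well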
b-catenin transl cell count 5 µM: further read-out of b-catenin transl, marked with its call; cell count; measured here: cell count, cytotoxicity flag
MT stabilize HCS Hoechst-high %: second read-out of MT stabilize HCS, no call of its own (marks repeat the call); % Hoechst-high responders; measured here: nuclear condensation Hoechst responders;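 share of cells brighter than vehicle mean plus two SD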
MT stabilize HCS cytotoxicity %: further read-out of MT stabilize HCS, marked with its call; toxicity, %; measured here: cytotoxicity by cell density;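 0% = mean cell density of plate MIN control wells and 100% = no cells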
Autophagy HCS cell loss 18 h: further read-out of Autophagy HCS, marked with its call; toxicity, %; measured here: cell loss, nuclei count;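 cell loss after 18 h compound exposure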
Numbers without * were called inactive; i = inactive; / = no result given. The list is partial. The share of hits here may be higher or lower than overall.

SMILES	Yfh1-off respiration	Insulin prom up	Insulin prom up cell count	WT yeast gro inh	WT yeast gro inh mutant strain	Autophagy HCS	Autophagy HCS cell loss 18 h	Lipid droplet	Lipid droplet cells 6.5 µM	MT stabilize HCS	MT stabilize HCS Hoechst-high %	MT stabilize HCS cytotoxicity %	Dynein cargo inh	Dynein cargo inh cytoplasmic EGFP	Dynein cargo inh nuclear GR-EGFP	Dynein cargo inh cell count	b-catenin transl	b-catenin transl cell count 5 µM	HEK293 NOD2/NF-kB
Cc1cc(SCC(=O)NN)c2cc(Br)ccc2n1	i	0.59	902	/	/	/	/	16	677	/	/	/	0.65	-0.22	0.85	-0.56	0.0	1276	-9%
CCOc1ccc(S(=O)(=O)/N=C(\N)c2ccccc2)cc1	i	0.06	1076	/	/	/	/	-21	733	/	/	/	0.62	-0.24	0.19	-0.54	-0.3	1337	25%
S=c1[nH]nc(-c2ccc(Cl)cc2)n1-c1ccc2c(c1)OCCO2	i	-0.05	1322	-3	0	i	8	29	684	3.8	1.3	9.7	0.27	-0.26	0.46	-0.77	-0.5	964	17%
CN(CCOC(=O)c1cccc(Br)c1)C(C)(C)C	/	0.42	1008	-4	-4	i	-12	/	/	2.4	1.4	8.3	0.43	-0.21	0.59	1.1	/	/	13%
CC1(C)CC2(CCCN3C(=O)CSC32)CCS1 (stereo not drawn)	i	0.74	1008	-6	-5	i	24	/	/	1.3	1.4	6.0	-0.06	-0.18	-0.046	-0.017	-1.5	1170	-12%
COc1ccc(-c2noc(CN(C)CCC3CCCCO3)n2)cc1 (stereo not drawn)	i	0.94	1505	3	11	i	26	-17	696	1.6	1.2	3.1	0.17	-0.041	0.36	-0.27	0.9	1526	19%
CC1(C)CC(=O)C2=C(C1)OC(N)=C(C#N)C2c1cccs1 (stereo not drawn)	i	0.15	1354	-10	5	i	-3	-14	692	3.2	1.9	4.8	-0.83	-0.29	-0.039	0.49	-0.7	1001	2%
Cc1ccc2c3c1C1(C(=O)N3C(C)(C)CC2C)C(C#N)=C(N)Oc2cc(O)ccc21 (stereo not drawn)	i	0.51	1359	1	-9	i	-5	-8	751	1.5	1.8	11	-0.52	-0.24	-0.012	1.7	-0.6	1060	-18%
CCOC(=O)C1CCCN(C(=O)c2cc(-c3ccccc3)nc3ccccc23)C1 (stereo not drawn)	i	/	/	6	8	i	16	-50	727	2.9	1.3	3.9	-0.49	-0.29	-0.14	0.4	0.4	567	2%
Cc1ccc(OCC(=O)Nc2ccc3c(c2)OC(F)(F)O3)c([N+](=O)[O-])n1	i	-0.24	1505	11	9	i	5	-1	657	1.3	1.9	3.7	0.77	-0.26	0.57	-0.42	0.4	1057	11%
COc1ccccc1NC(=O)CCSc1nnc(-c2ccc(O)cc2)o1	i	0.03	1277	-7	0	i	15	14	695	4.8	2.3	6.9	-0.54	-0.11	0.16	1.1	-1.5	1053	10%
Nc1cc(=O)[nH]c(=S)n1-c1ccccc1	i	-0.75	950	59*	15*	i	0	22	818	1.8	1.2	2.6	-0.26	-0.18	0.21	-0.17	-3.8	1267	7%
Nc1nc(CN2CCc3ccccc3C2)nc(Nc2ccccc2)n1	i	0.35	1086	22	25	i	-4	-12	663	3.7	0.6	4.4	-0.41	-0.2	0.15	-0.78	/	/	-1%
O=C1CSC(c2ccccc2)N1c1nnc(C23CC4CC(CC(C4)C2)C3)s1 (stereo not drawn)	i	-0.03	826	32	10	i	5	-12	798	2.0	1.4	5.6	-0.24	-0.18	0.49	0.49	-3.0	1190	10%
Nc1nnc(SCc2c(F)cccc2Cl)s1	i	-0.51	1421	/	/	/	/	0	733	/	/	/	-0.035	-0.25	0.018	0.42	-3.4	1202	-2%
COC(=O)C1=CO[C@@H](OC2OC(CO)C(O)C(O)C2O)[C@@H]2C(CO)=CC[C@H]12 (stereo partly drawn)	i	/	/	-8	-11	i	13	-4	746	3.1	3.1	11	-0.49	-0.19	0.071	1.3	/	/	8%
CC(=O)c1ccc(OC(=O)CCN2c3ccccc3Sc3ccccc32)cc1	i	0.75	1370	61*	19*	i	-8	33	763	5.1	1.9	4.4	-0.73	-0.14	-0.18	0.42	-5.5	553	3%
CC(NC(=O)c1ccc(N(C)C)cc1)C(c1cccs1)N1CCN(C)CC1 (stereo not drawn)	i	/	/	-3	-3	i	-2	-5	699	3.8	2.2	5.0	-0.81	-0.26	-0.65	0.6	/	/	1%
Cc1[nH]c2ccccc2c1C(O)c1ccncc1 (stereo not drawn)	i	1.6	1322	-15	-3	i	-11	2	735	2.3	1.7	4.6	0.019	-0.26	0.14	0.46	-6.7	1123	7%
O=C(COc1cccc2cccnc12)N/N=C1\SCC(=O)N1Cc1ccco1	i	0.04	1183	-11	-19	i	-4	12	702	3.0	1.8	6.9	-0.079	-0.21	-0.31	1.4	-7.0	1204	4%
COc1ccccc1NC(=O)COc1cc(Br)c(CNCCCN2CCOCC2)cc1OC	i	1	1595	-12	-19	i	-4	18	679	3.7	1.1	5.2	-0.7	-0.25	-0.21	1.3	-2.6	983	18%
CC(=O)NC1=NN(C(C)=O)C(C)(c2ccc(Br)cc2)S1 (stereo not drawn)	i	-0.26	1252	-14	-14	i	8	6	723	4.4	1.5	5.4	1.6	-0.15	0.93	-0.6	2.3	1172	-8%
O=C(Nc1ccc(Cl)cc1)N(Cc1nnc2n1CCCCC2)c1ccccc1	i	0.9	1273	27	24	i	6	/	/	1.2	1.3	5.7	1.1	-0.18	0.27	-0.72	-4.6	941	-7%
CCCCn1nnnc1NCc1cccs1	i	/	/	10	26	i	-4	-44	612	3.9	2.1	3.8	0.17	-0.22	-0.037	0.76	-2.6	1123	1%
O=C(COc1ccc(Cl)cc1Cl)NCc1ccco1	i	0.1	1301	-28	-4	i	13	/	/	5.1	1.5	3.9	-0.89	-0.017	-0.11	-0.058	-6.7	1024	-23%
CCn1c(COc2ccc(=O)n(-c3ccccc3)n2)nnc1SCc1ccc(OC)cc1	i	/	/	6	8	i	1	/	/	2.2	1.7	5.4	0.19	-0.23	-0.47	0.51	/	/	3%
O=C(O)c1ccccc1C(=O)Nc1ccccc1[N+](=O)[O-]	i	0.13	1095	/	/	/	/	-2	610	/	/	/	0.17	-0.29	-0.33	0.49	0.2	1284	-2%
Cc1ccccc1NC(=S)NC12CN3CN(CN(C3)C1)C2	i	/	/	-2	-4	i	3	13	738	2.3	2.0	5.9	0.28	0.49	0.4	-0.18	-2.9	542	23%
CC(C)(C)NC(=S)NCCc1ccccc1	i	-0.96	1242	-12	1	i	7	3	670	6.6	2.9	7.3	0.56	-0.2	0.43	-0.43	-1.4	1093	-58%
Cc1c(NS(=O)(=O)c2ccc(N(C)C3CCCCC3)c([N+](=O)[O-])c2)c(=O)n(-c2ccccc2)n1C	i	0.31	1508	12	8	i	11	-2	599	3.6	1.2	6.3	-0.055	1	0.38	0.72	0.0	1070	9%
Cc1cc(C(=O)NCc2cccnc2)no1	i	-1.1	1229	-4	4	i	8	/	/	5.4	2.5	11	-1.3	-0.21	-0.59	0.31	-0.7	764	1%
CCOC(=O)c1c(NC(=O)CSc2nc3c(c(=O)n(C)c(=O)n3C)n2CC)sc(C)c1C	i	-0.03	1245	/	/	/	/	-6	762	/	/	/	/	/	/	/	-7.8	1248	1%
Cc1cc([N+](=O)[O-])nn1Cc1ccc(C(=O)N/N=C/c2ccccc2)cc1	i	-0.01	1545	3	-1	i	2	10	664	5.8	1.3	6.7	-0.23	-0.22	-0.056	0.37	-2.3	1123	9%
COc1cc(NC(=O)c2ccccc2Cl)c(OC)cc1NC(=O)CN1CCCCC1	i	-1.7	1501	1	6	i	-1	4	739	1.7	1.5	0.9	0.081	-0.19	0.073	-0.18	-0.8	1486	12%
Cc1ccc(CNC(=O)C(Cc2ccccc2)NS(=O)(=O)c2ccc(Br)s2)cc1 (stereo not drawn)	i	-0.29	1272	81*	44*	i	16	/	/	3.5	2.4	0.8	-0.78	0.6	0.46	-0.1	-4.5	567	12%
COC(=O)c1ccc(S(=O)(=O)NCc2ccco2)n1C	i	-0.52	1055	/	/	/	/	-1	754	/	/	/	-1.2	-0.21	-0.5	1.1	-0.6	1277	-15%
COc1cc(C2Nc3cc(Cl)c(S(N)(=O)=O)cc3S(=O)(=O)N2)cc(OC)c1OC (stereo not drawn)	i	/	/	8	13	i	14	/	/	4.2	3.2	4.0	-0.014	-0.29	0.025	-0.29	-1.9	977	-6%

Of the compounds above, 2 contain a tert-butyl group:
SMILES	Yfh1-off respiration	Insulin prom up	Insulin prom up cell count	WT yeast gro inh	WT yeast gro inh mutant strain	Autophagy HCS	Autophagy HCS cell loss 18 h	Lipid droplet	Lipid droplet cells 6.5 µM	MT stabilize HCS	MT stabilize HCS Hoechst-high %	MT stabilize HCS cytotoxicity %	Dynein cargo inh	Dynein cargo inh cytoplasmic EGFP	Dynein cargo inh nuclear GR-EGFP	Dynein cargo inh cell count	b-catenin transl	b-catenin transl cell count 5 µM	HEK293 NOD2/NF-kB
CN(CCOC(=O)c1cccc(Br)c1)C(C)(C)C	/	0.42	1008	-4	-4	i	-12	/	/	2.4	1.4	8.3	0.43	-0.21	0.59	1.1	/	/	13%
CC(C)(C)NC(=S)NCCc1ccccc1	i	-0.96	1242	-12	1	i	7	3	670	6.6	2.9	7.3	0.56	-0.2	0.43	-0.43	-1.4	1093	-58%

Bioassay records (PubChem)
